Screens as filed in PubChem BioAssay.
PAFAH1B3 inh: PAFAH1B3 enzyme inhibitors, primary screen, biochemical, fluorescence polarization, human; Platelet-activating factor acetylhydrolase IB subunit alpha1 (Homo sapiens), Q15102; recombinant PAFAH1B3, FP-rhodamine probe; inhibition, % at 3.39 µM; actives 0.28% (n = 340,000); AID 492972, 2010;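 active means inhibition above the screen-wide average of all tested compounds plus 3 SD, cut at about 25% in these data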;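 further: 0% = enzyme with DMSO only and 100% = wells lacking PAFAH1B3 protein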
LYPLA1 counter: LYPLA1 inhibitors, primary screen, counter-screen for PME1 inhibitor project, biochemical, fluorescence polarization, FP-Rh probe ABPP; AID 2174, 2009; recombinant LYPLA1; Acyl-protein thioesterase 1 (Homo sapiens), O75608; inhibition, % at 5.9 µM; actives 0.16% (n = 320,000);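 active means inhibition above the mean of all tested compounds plus 3 SD, set per campaign, cut at about 14% in these data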;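 further: inhibitors block serine hydrolase probe labeling of LYPLA1 so polarization falls; 0% = enzyme with DMSO and 100% = wells lacking LYPLA1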
Target sequence (O75608 whole entry, looked up): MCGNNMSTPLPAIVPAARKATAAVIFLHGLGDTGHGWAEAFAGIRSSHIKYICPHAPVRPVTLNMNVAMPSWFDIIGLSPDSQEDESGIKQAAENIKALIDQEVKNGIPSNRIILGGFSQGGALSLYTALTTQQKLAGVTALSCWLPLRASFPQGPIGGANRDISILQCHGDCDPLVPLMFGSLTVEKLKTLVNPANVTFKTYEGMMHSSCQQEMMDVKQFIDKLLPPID
ZTA counter: counter-screen for EBNA-1 inhibitors: inhibitors of Epstein-Barr virus ZTA. ZTA-DNA binding, fluorescence polarization. inhibition, % at 11 µM. actives 0.15% (n = 320,000). AID 2234; in the data active means inhibition above about 33%
PAFAH1B2 inh: PAFAH1B2 enzyme inhibitors, primary screen, biochemical, fluorescence polarization, human; Platelet-activating factor acetylhydrolase IB subunit alpha2 (Homo sapiens), P68402; actives 1.2% (n = 340,000); recombinant PAFAH1B2, FP-rhodamine activity probe; inhibition, % at 3.39 µM;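 active means inhibition above the mean of all tested compounds plus 3 SD, cut at about 24% in these data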;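 further: 0% = enzyme with DMSO and 100% = wells lacking PAFAH1B2; many of its hits are not listed in these tables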
LYPLA2 inh: LYPLA2 inhibitors, primary screen, counter-screen for PME1 inhibitor project, biochemical, fluorescence polarization, FP-Rh probe ABPP; inhibition, % at 5.9 µM; recombinant LYPLA2; AID 2177, 2009; Acyl-protein thioesterase 2 (Homo sapiens), O95372; actives 0.38% (n = 320,000);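 active means inhibition above the screen-wide mean plus 3 SD, limit set per campaign, cut at about 26% in these data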;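 further: 0% = LYPLA2 with DMSO and 100% = wells lacking LYPLA2 enzyme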
PREPL inh: PREPL enzyme inhibitors, primary screen, biochemical, fluorescence polarization | recombinant PREPL, fluorescence polarization activity-based probe | inhibition, % at 5.96 µM | actives 0.68% (n = 320,000) | AID 2751, 2010; in the data active means inhibition above about 43%;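 further: 0% = enzyme with DMSO and 100% = wells lacking enzyme; many of its hits are not listed in these tables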
Target sequence (Q4J6C6 whole entry, looked up): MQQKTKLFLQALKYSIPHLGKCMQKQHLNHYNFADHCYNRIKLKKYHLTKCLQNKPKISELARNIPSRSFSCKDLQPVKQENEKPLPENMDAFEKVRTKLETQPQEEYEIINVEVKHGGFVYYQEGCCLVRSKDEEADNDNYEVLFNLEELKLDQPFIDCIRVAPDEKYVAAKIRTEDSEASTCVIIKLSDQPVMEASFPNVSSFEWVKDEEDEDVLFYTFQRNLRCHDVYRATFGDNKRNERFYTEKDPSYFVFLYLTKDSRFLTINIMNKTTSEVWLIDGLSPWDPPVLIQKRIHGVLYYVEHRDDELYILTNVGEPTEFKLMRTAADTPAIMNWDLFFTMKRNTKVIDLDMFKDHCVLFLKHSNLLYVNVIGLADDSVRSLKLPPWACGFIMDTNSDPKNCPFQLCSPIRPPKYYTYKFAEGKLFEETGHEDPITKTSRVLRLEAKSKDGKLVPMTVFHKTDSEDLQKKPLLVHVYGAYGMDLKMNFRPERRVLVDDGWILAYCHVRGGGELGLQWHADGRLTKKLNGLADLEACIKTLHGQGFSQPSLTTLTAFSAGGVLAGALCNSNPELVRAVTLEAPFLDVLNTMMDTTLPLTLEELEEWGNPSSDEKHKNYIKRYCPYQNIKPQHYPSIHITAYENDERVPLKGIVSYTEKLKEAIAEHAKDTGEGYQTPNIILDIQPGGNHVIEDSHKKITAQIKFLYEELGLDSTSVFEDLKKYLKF
PAFAH2 FP inh: PAFAH2 enzyme inhibitors, primary screen, biochemical, fluorescence polarization, human | recombinant PAFAH2, FP-rhodamine activity probe | AID 492956, 2010 | Platelet-activating factor acetylhydrolase 2, cytoplasmic (Homo sapiens), Q99487 | actives 0.99% (n = 340,000) | inhibition, % at 3.39 µM;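 active means inhibition above the mean over all tested compounds plus 3 SD, cut at about 30% in these data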;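 further: inhibitors block probe labeling of enzyme so polarization drops; 0% = enzyme with DMSO and 100% = wells lacking PAFAH2 protein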
pPAFAH FP inh: pPAFAH enzyme inhibitors, primary screen, biochemical, fluorescence polarization, human. Platelet-activating factor acetylhydrolase (Homo sapiens), Q13093. recombinant pPAFAH, FP-rhodamine probe fluorescence polarization. inhibition, % at 3.39 µM. actives 1.5% (n = 330,000);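 active means inhibition above the mean inhibition across the screen plus 3 SD, cut at about 25% in these data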;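 further: inhibitors block binding of the rhodamine activity-based probe so polarization drops; 0% = enzyme with DMSO and 100% = wells lacking pPAFAH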
EBNA-1 inhibitor: EBNA-1 DNA-binding inhibitors, primary screen, biochemical, fluorescence polarization; inhibition, % at 14.8 µM; actives 0.34% (n = 300,000); in the data active means inhibition above about 28%
The depositor's hits bear a star; nt = no result given. This is a subset (hit frequency here may not be typical).

SMILES | PAFAH1B3 inh | LYPLA1 counter | ZTA counter | PAFAH1B2 inh | LYPLA2 inh | PREPL inh | PAFAH2 FP inh | pPAFAH FP inh | EBNA-1 inhibitor
CCCN1C(C)C(C(=O)OCC)=CN(Cc2ccc(Br)cc2)S1(=O)=O (stereo unspecified) | 3 | nt | nt | 10 | nt | nt | -1 | 2 | nt
CN(CC(=O)Nc1cccc(F)c1)C(=O)c1ccc(C2SCCS2)cc1 | 11 | -4 | 9 | 6 | -4 | -5 | -11 | -2 | -3
COc1ccc(NC(=O)CSc2n[nH]c(-c3ccncc3)n2)cc1Cl | 4 | nt | nt | 2 | nt | 17 | -9 | -3 | nt
Cc1cc(C)c(S(=O)(=O)c2ccccc2)c(OC(=O)c2c(F)cccc2F)n1 | 2 | 3 | -18 | -2 | 6 | 13 | -1 | 8 | -15
O=C(NNC(=O)c1ccccc1[N+](=O)[O-])c1ccc(NS(=O)(=O)c2cccs2)cc1 | 13 | 4 | 11 | -1 | 7 | -2 | -4 | 5 | -4
CCOC(=O)Cn1c(=O)oc2cc(S(=O)(=O)NCC3CCCO3)ccc21 (stereo unspecified) | -2 | 0 | 27 | 5 | 8 | -1 | -4 | 1 | -1
CCCCCCCCNC(=O)c1cnsn1 | 0 | 1 | -1 | -1 | -1 | 8 | -10 | 7 | 0
CC(C)CCN1CCN(Cc2ccc(N3CCNC3=O)cc2)CC1CCO (stereo unspecified) | 3 | 2 | 15 | -2 | 6 | 30 | 3 | -2 | 3
O=S1(=O)N=C(Nc2ccc(O)c(CN3CCCCC3)c2)c2ccccc21 | 3 | 0 | 10 | 0 | -3 | 8 | -1 | 2 | 4
COc1ccccc1NC(=O)c1cccnc1 | 15 | 2 | -16 | 4 | -1 | 2 | -11 | -1 | -4
COc1ccc(C[C@H]2CN3C(=NC[C@@H]3Cc3ccccc3)N2CCNC(=O)CCC2CCCCC2)cc1 | 12 | -2 | 0 | 0 | 2 | 20 | 2 | -4 | -3
CCN1CCN(c2nc3ccccc3nc2NS(=O)(=O)c2ccc(NC(C)=O)cc2)CC1 | 6 | 1 | -15 | -3 | 0 | 5 | 7 | 0 | 5
Cn1c(=O)c2[nH]c(CN(Cc3ccccc3)Cc3ccccc3)nc2n(C)c1=O | 0 | -10 | -3 | 2 | -12 | 2 | -7 | -7 | -17
O=C(COc1ccccc1Cl)Nc1cc(Cl)ccc1Oc1ccccc1 | 2 | 1 | -9 | 0 | 0 | 7 | 0 | 2 | -7
C=CCN1C(=NC(=O)COc2ccccc2)SC2CS(=O)(=O)CC21 (stereo unspecified) | 9 | 0 | 4 | -2 | -1 | 3 | 1 | 7 | -1
C(/C=C/C=C/Nc1ccccc1)=Nc1ccccc1 | 4 | 1 | -9 | 3 | -3 | 4 | 8 | -3 | 11
O=C(NCCN1CCOCC1)c1cn(-c2ccccc2)nc1-c1cccs1 | 7 | 2 | -8 | -6 | -3 | -2 | 7 | -4 | -13
CS(=O)c1ccccc1COC(=O)Nc1cccc(Cl)c1 (stereo unspecified) | 9 | -3 | -7 | 1 | -3 | 8 | 8 | -7 | -18
Cc1ccccc1CNC(=O)Cc1cccs1 | 0 | 0 | -6 | -4 | 4 | 0 | 0 | 4 | 5
CC[n+]1c(S(=O)(=O)[O-])ccc2ccc(C)cc21 | 0 | 5 | 9 | 7 | 10 | -1 | -8 | -1 | 9
CCc1c(C)c(C#N)c2nc3ccccc3n2c1NCC1CCCO1 (stereo unspecified) | 3 | 3 | 8 | 10 | -2 | 6 | -4 | 4 | 14
CN(C(=O)c1ccc2c(c1)OCCO2)c1c(N)n(Cc2ccccc2)c(=O)[nH]c1=O | -1 | -4 | 1 | 3 | -3 | 5 | 3 | 11 | -3
CC(=O)Nc1sc(NC(=O)c2ccc(Cl)cc2)nc1-c1cccs1 | 2 | -3 | 15 | 6 | 0 | 4 | 6 | 4 | 5
Cn1c(Cn2c(=O)sc3ccccc32)nnc1SCC(=O)NCCc1ccccc1 | 0 | -2 | 20 | 2 | -6 | 0 | 2 | -7 | 1
CCOC(CNC(=O)Cc1c(C)nc2c(-c3ccccc3)c(C)nn2c1C)OCC | 7 | 0 | -8 | -1 | 4 | 4 | -7 | 4 | 2
Cc1ccc(C(=O)c2ccc(CC(=O)O)n2C)cc1 | 8 | 3 | -15 | -2 | 10 | 25 | -8 | -2 | 7
C[C@H](CO)N1C[C@H](C)[C@@H](CN(C)S(=O)(=O)c2cccs2)Oc2c(NC(=O)Nc3ccccc3)cccc2C1=O | 14 | nt | nt | 9 | nt | 30 | -5 | -2 | nt
COc1ccc(N2CC(C(=O)N3CCN(c4ccccc4F)CC3)CC2=O)cc1 (stereo unspecified) | 4 | -2 | 4 | -2 | 0 | 34 | 10 | -3 | -25
COc1ccc(NC(=O)C2CC(=O)OC2(C)C)cc1 (stereo unspecified) | -1 | -1 | 8 | -4 | -9 | 3 | -1 | 6 | 8
CC(C)(C)OC(=O)NC(CCNC=C1C(=O)OC(C)(C)OC1=O)C(=O)O (stereo unspecified) | 19 | 1 | 4 | -5 | -4 | 1 | -5 | 4 | 1
CCN1CCCC(OC(=O)Nc2ccccc2)C1 (stereo unspecified) | 3 | -4 | 9 | -2 | -9 | 3 | 2 | -7 | -7
COC(=O)CCC(=O)Nc1cc(Cl)cc(Cl)c1 | 4 | 1 | 12 | 2 | 1 | 10 | 11 | 0 | 17
O=C(O)CN(Cc1ccccc1)S(=O)(=O)c1ccc(F)cc1 | 6 | 3 | 0 | 5 | 8 | 0 | 1 | 6 | 0
CSc1ncccc1C(=O)OCC(=O)Nc1ccc(N2CCOCC2)cc1 | 7 | nt | nt | 3 | nt | 27 | 0 | 2 | nt
COc1ccccc1CNc1cc(C)ccc1C | 7 | -2 | 1 | 6 | -5 | 0 | 2 | -2 | -12
CC(C)(C)NC(=O)CN(C(=O)Cn1nnc(-c2ccccc2F)n1)c1cccc2c1CCCC2 | 4 | -5 | -18 | 4 | -2 | -28 | 2 | 2 | 6
O=C(NC1CCCCC1)C(c1ccc(Cl)cc1)N(C(=O)c1cnccn1)c1ccc2c(c1)OCO2 (stereo unspecified) | 7 | -6 | 4 | 2 | -3 | 6 | 2 | 3 | -2
Nc1ccc(C(=O)C(=O)c2ccc(N)cc2)cc1 | 9 | -1 | -22 | -1 | 0 | 0 | 0 | 3 | -3
COc1ccc2cc(C(C)C(=O)NC3CCC(O)CC3)ccc2c1 (stereo unspecified) | 9 | -1 | -3 | 6 | -11 | 10 | -3 | 6 | 5
C/C(CC(=O)Nc1cccnc1)=N\NC(=O)C(C)Oc1ccc(Cl)cc1Cl (stereo unspecified) | 1 | 0 | 17 | 1 | 4 | -26 | -1 | 3 | 3
CCOC(=O)N1CCN(c2cc(NCCO)c([N+](=O)[O-])c3nonc23)CC1 | 1 | 0 | -4 | 2 | 0 | 4 | -2 | -1 | -1
COc1ccc(-c2cc(C(F)(F)F)nc(SCC(=O)Nc3ccc4c(c3)OCO4)n2)cc1OC | 4 | -9 | 3 | -6 | -14 | -3 | 3 | -6 | 3
CCCOc1ccc(/C=N/NC(=O)c2ccc3c(c2)OCO3)c(OCCC)c1 | -9 | 3 | -6 | 4 | 2 | 6 | -11 | -3 | -13
Cc1cccc(C(=O)Oc2c(Br)cc(Br)cc2/C=N/NC(=O)c2ccncc2)c1 | 14 | 8 | 0 | 2 | 5 | 0 | 5 | 2 | -4
Brc1ccccc1CN1CCN(Cc2c[nH]c3ccccc23)CC1 | nt | 2 | 6 | nt | 15 | 1 | nt | 0 | 10
CCOc1ccc2nc(SCC(=O)N3c4ccccc4Sc4ccccc43)sc2c1 | 2 | 0 | 3 | 2 | -3 | 7 | 6 | -3 | -11
O=C(CSc1nnc(Cc2cc(=O)[nH]c(=O)[nH]2)n1-c1ccccc1)N1CCCC1 | -8 | -1 | -18 | 0 | 1 | -1 | -7 | 0 | -5
CC(C)c1nnc(NC(=O)CCC(=O)Nc2ccc(Cl)cc2)s1 | 5 | 2 | -8 | -2 | -6 | 2 | -4 | 3 | 5
CCOc1ccccc1OCC(=O)O | 3 | 1 | -4 | 1 | 7 | 8 | -1 | 2 | -7
O=C1CCCC/C1=N\Nc1ccc(C2CCCCC2)cc1 | nt | -2 | 3 | nt | -3 | -1 | nt | 10 | -7
CCOC(=O)c1cn2nc(Oc3cccc(C(F)(F)F)c3)ccc2n1 | 19 | 2 | -12 | -3 | 3 | 26 | -6 | 15 | -5
Cc1ccc(S(=O)(=O)N2C[C@@H]3[C@H]4CC[C@H](C4)[C@@H]3[C@@H](C)[C@H]2c2ccco2)cc1 | 8 | nt | nt | 8 | nt | nt | -2 | 10 | nt
CC(C)c1cc(C(=O)N2CCCC(Nc3ccc(F)cc3)C2)n[nH]1 (stereo unspecified) | 2 | 1 | 4 | 24* | 2 | 33 | 5 | 3 | 9
CCCC(=O)N(Cc1cccnc1)c1nc2c(OC)ccc(Cl)c2s1 | 5 | -4 | -7 | -1 | -4 | -6 | -1 | -1 | -6
Cc1ccc(NC(=S)NNC(C)(C)C)cc1 | 0 | -2 | 1 | 0 | -7 | 3 | 2 | -3 | -11
O=C(Oc1c(Cl)cc(Cl)c2cccnc12)c1ccco1 | 12 | -1 | 3 | 5 | 0 | 26 | 2 | 6 | 1
Cc1c(NC(=O)CCN2C(=O)c3ccccc3C2=O)c(=O)n(-c2ccccc2)n1C | 0 | 3 | 9 | 4 | 6 | -7 | -3 | 5 | 6
Cc1ccc(C(=O)NCC(=O)OCC(=O)N(CC(C)C)c2c(N)n(Cc3ccccc3)c(=O)[nH]c2=O)cc1 | 11 | 4 | -15 | 2 | 1 | 16 | -9 | 2 | 2
CCOC(=O)c1sc2nc(C)nc(SCC(N)=O)c2c1C | 0 | 4 | -8 | 5 | 9 | 7 | 0 | -1 | 3
CC1CC(C)CN(CCCNC(=O)CN2C(=O)CSc3ccc(S(=O)(=O)N4CCCCC4)cc32)C1 (stereo unspecified) | -3 | -1 | -10 | 6 | -11 | 5 | 2 | -5 | -15
COc1ccc(-c2cc3nc(C)c(CCC(=O)N4CCN(c5ccccn5)CC4)c(C)n3n2)c(OC)c1 | 6 | -2 | -6 | 5 | -4 | 17 | 9 | 5 | -7
COc1cc(CNCCNC(=O)c2cccs2)cc(OC)c1OC | 2 | -2 | 8 | 6 | -3 | 1 | 9 | 4 | 5
O=C1OC(Nc2ncccn2)c2ccccc21 (stereo unspecified) | -2 | 1 | 2 | 4 | 4 | 11 | 4 | -5 | -8
